HRas wt GTP: changes GTP binding to wildtype human HRas; P01112; GST-Ras wt beads, Bodipy-FL-GTP binding, flow cytometry; actives lie on both sides; GTP binding activity, % at 10 µM; actives 0.14% (n = 190,000); AID 759;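 active = GTP binding activity at least 20% away from the 100% baseline, either lowered as inhibitor or raised as activator; inconclusive = flagged as likely green fluorescent, judged across all proteins in the well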;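 also: 0% = unlabeled GTP competition control and 100% = no-compound control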
Rab7 wt modul: modulators of GTP binding to dog Rab7 wildtype GTPase; actives 0.055% (n = 190,000); GTP binding activity (percent of control), % at 10 µM; AID 758; GST-Rab7 beads, fluorescent GTP binding, flow cytometry; actives lie on both sides; untreated = 100%, excess cold GTP = 0%;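 active = fluorescent GTP binding to Rab7 beads changed by at least 20 points from the 100% baseline, either direction, mostly lower; inconclusive = compound itself probably fluorescent, or too few beads counted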;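 also: median green fluorescence of bound Bodipy-FL-GTP per Rab7 bead population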
Mcl1-Noxa inh: disrupts binding of human Mcl-1 to Noxa peptide; AID 1022; TR-FRET Mcl-1/Noxa peptide binding, 2 h; actives 1.5% (n = 220,000); inhibition, % at 21.7 µM; Q07820;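 active = compounds that cut the protein-peptide binding signal by more than 50% relative to plate controls in a single-dose test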;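 also: His-tagged Mcl-1 with rhodamine Noxa BH3 peptide and terbium anti-His antibody; 0% = Mcl-1 plus Noxa peptide wells and 100% = peptide-only wells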
Target sequence (Q07820 whole entry, looked up): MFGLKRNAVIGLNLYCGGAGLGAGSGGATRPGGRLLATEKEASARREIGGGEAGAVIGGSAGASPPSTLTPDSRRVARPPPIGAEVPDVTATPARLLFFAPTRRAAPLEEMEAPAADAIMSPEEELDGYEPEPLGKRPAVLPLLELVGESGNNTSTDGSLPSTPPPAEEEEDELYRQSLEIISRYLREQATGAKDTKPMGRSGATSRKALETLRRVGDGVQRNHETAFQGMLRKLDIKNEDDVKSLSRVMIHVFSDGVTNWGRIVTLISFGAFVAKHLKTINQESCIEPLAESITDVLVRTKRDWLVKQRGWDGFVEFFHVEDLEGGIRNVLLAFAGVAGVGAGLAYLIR
Rac1 wt modul: modulators of human Rac1 wildtype GTP binding; GTP binding activity (% of control), % at 10 µM; GST-Rac1 beads, fluorescent GTP binding, flow cytometry; actives lie on both sides; 0 = cold GTP competed, 100 = untreated; AID 757; P63000; actives 0.27% (n = 190,000);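 active = GTP binding activity at least 20 points away from the 100% control level, either lower or higher; inconclusive = compound flagged as likely green fluorescent, judged across all proteins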
Cdc42 wt: human Cdc42 wildtype GTP binding change, either direction | percent activity (GTP binding), % at 10 µM | GST-Cdc42 beads, Bodipy-GTP binding, flow cytometry; actives lie on both sides | actives 0.2% (n = 190,000);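 active = percent activity GTP binding at least 20 points away from the 100% baseline, either down as inhibitor or up as activator; inconclusive = compound flagged as likely green fluorescent from well-wide comparison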;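 also: median bead fluorescence of bound Bodipy-FL-GTP at 100 nM; 0% = excess unlabeled GTP control and 100% = no compound control; below 100% means less GTP binding so inhibitor and above means activator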
ABCG2 inh: human ABCG2 inhibition, ABCB1 as counter-screen; AID 1325; Q9UNQ0; actives 0.1% (n = 190,000); inhibition, % at 6.6 µM; IgMXP3 cells, JC-1 efflux, flow cytometry;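 active = inhibition above 80%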;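 also: 0% = DMSO and 100% = nicardipine control wells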
Target sequence (Q9UNQ0 whole entry, looked up): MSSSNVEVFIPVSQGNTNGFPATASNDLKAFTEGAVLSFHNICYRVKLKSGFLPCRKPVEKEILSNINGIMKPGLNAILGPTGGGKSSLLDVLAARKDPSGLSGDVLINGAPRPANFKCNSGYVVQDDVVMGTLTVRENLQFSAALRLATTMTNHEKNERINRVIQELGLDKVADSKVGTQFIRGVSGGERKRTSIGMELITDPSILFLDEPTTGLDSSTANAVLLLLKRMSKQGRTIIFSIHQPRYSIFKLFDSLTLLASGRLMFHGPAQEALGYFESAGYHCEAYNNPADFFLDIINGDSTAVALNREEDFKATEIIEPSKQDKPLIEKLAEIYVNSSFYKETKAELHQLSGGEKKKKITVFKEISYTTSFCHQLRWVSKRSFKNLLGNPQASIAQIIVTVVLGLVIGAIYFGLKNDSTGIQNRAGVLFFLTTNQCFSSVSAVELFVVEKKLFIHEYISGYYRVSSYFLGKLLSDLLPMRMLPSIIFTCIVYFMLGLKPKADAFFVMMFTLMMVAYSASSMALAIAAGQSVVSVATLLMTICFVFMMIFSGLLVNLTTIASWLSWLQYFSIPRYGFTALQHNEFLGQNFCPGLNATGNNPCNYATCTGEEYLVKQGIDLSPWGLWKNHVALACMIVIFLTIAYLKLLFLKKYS
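Assay system – ABCG2 IgMXP3 and barcoded ABCB1 CCRF-Adr cell mix · Input – 3 million cells/mL in well · Reagent – JC-1 fluorescent substrate · Compound – single test compound dose, 6.6 µM final · Timing – 10 min exposure at 25 °C with rotation, no wash · Detection – flow cytometry of retained JC-1 fluorescence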
Rab2A wt mod: changes GTP binding to wildtype dog Rab2A, up or down. actives 0.19% (n = 190,000). GTP binding activity, % at 10 µM. GST-Rab2 wt beads, Bodipy-GTP binding, flow cytometry. P61105;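 active = GTP binding activity at least 20 points away from 100%, either lowered or raised; inconclusive = signal likely due to the compound's own green fluorescence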;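 also: 0% = beads with excess unlabeled GTP and 100% = no-compound control corrected for plate trend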
Avidin bead fluor: avidin bead compound fluorescence profile | Avidin beads, compound fluorescence 488/530 nm, flow cytometry; stronger effect = higher value | fluorescence (KMESF) at 10 µM | actives 0.38% (n = 220,000); in the data active = fluorescence above about 47; also: inactives centre near 10
Pf gametocyte: kills late stage P. falciparum gametocytes. actives 0.065% (n = 150,000). inhibition, % at 10.9 µM. P. falciparum stage V gametocytes, ATP luminescence, 24 h;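 active = inhibition above the mean plus 3 SD of compounds within the control limits, set per campaign, cut at about 38% in these data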;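 also: 0% = DMSO wells and 100% = medium only without gametocytes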
ABCB1 inh: inhibitors of human ABCB1 transporter, ABCG2 counter-screen. P08183. CCRF-Adr cells, JC-1 efflux, flow cytometry. inhibition, % at 6.6 µM. actives 0.067% (n = 190,000); in the data active = inhibition above about 40%;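 also: 0% = vehicle and 100% = reference inhibitor; higher value means more JC-1 retained so stronger ABCB1 efflux block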
Rac1 act GTP bind: human Rac1 activated mutant GTP binding change; GST-Rac1 activated beads, fluorescent GTP binding, flow cytometry; actives lie on both sides; 100% means binding = to untreated wells; percent activity (GTP binding), % at 10 µM; actives 0.11% (n = 190,000);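 active = GTP binding at least 20 percentage points away from the 100% baseline, in either direction, so actives lie on both sides; inconclusive = Compound likely fluorescent itself, or too few beads counted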
* marks the source's active call; other numbers are inactive results; ? = inconclusive; . = not tested or not shown. Rows are unselected, and some 2.3% of all compounds hit somewhere here.

SMILES	HRas wt GTP	Rab7 wt modul	Mcl1-Noxa inh	Rac1 wt modul	Cdc42 wt	ABCG2 inh	Rab2A wt mod	Avidin bead fluor	Pf gametocyte	ABCB1 inh	Rac1 act GTP bind
COCCN1Cc2cccc(C(=O)Nc3cccc(OC)c3)c2C1=O	102.0	102.0	-3.0	103.0	102.0	4.0	104.0	7	19.6	1.4	101.0
CCOC(=O)c1nn(-c2ccccc2)c2nnc(Cc3ccc(Cl)cc3)c(=O)n12	101.0	99.0	3.3	101.0	98.0	17.7	98.0	2	-9.8	2.0	101.0
CCN=C1S/C(=C\c2cn(C(C)=O)nc2-c2ccccc2)C(=O)N1CC	100.0	97.0	2.2	103.0	101.0	23.0	99.0	7	.	4.6	99.0
COc1cc(/C=N/O)ccc1OCc1ccc(C(=O)O)cc1	99.0	98.0	8.9	102.0	101.0	1.9	98.0	21	.	0.1	100.0
CCOC(=O)C1=C(C)NC(=O)NC1c1ccc(OCC(=O)OC)c(OC)c1 (centres undefined)	98.0	100.0	-3.0	102.0	99.0	0.0	98.0	24	.	0.0	96.0
CNC(=O)c1nn(-c2ccc(C)cc2)ccc1=O	103.0	98.0	1.4	106.0	104.0	6.4	103.0	35	16.0	0.4	100.0
S=C(NCc1ccc2c(c1)OCO2)Nc1ccc2nsnc2c1	98.0	97.0	14.7	98.0	100.0	15.9	98.0	14	16.0	0.6	98.0
OCCC1CN(Cc2cccc3c2OCO3)CCN1C1CCCCC1 (centres undefined)	100.0	103.0	13.4	105.0	97.0	1.0	99.0	2	8.4	0.7	96.0
C/C(=N\NC(=O)NC1CCCCC1)C1CCCCC1	101.0	103.0	8.6	103.0	102.0	3.0	100.0	4	-59.8	-1.1	98.0
CC(C)NC(=O)c1ccc(-c2ccccc2C(F)(F)F)o1	95.0	93.0	.	93.0	95.0	20.5	95.0	11	.	0.4	93.0
Cc1cc(C(=O)CNCc2ccco2)c(C)n1-c1ccc(F)cc1	107.0	109.0	12.1	117.0	110.0	-0.3	104.0	8	.	-0.2	105.0
COc1ccc(S(=O)(=O)N(C)CC(=O)N2CCN(Cc3ccccc3)CC2)cc1C	99.0	97.0	18.4	103.0	99.0	3.4	98.0	19	.	1.2	98.0
Cc1ccc(/C=N/Nc2nncc(-c3ccccc3)n2)o1	100.0	104.0	0.7	95.0	101.0	5.3	96.0	9	12.0	0.3	95.0
COCc1nc2ccccc2n1Cc1ccc(Br)cc1	100.0	99.0	15.8	99.0	101.0	2.4	99.0	9	.	0.6	98.0
Cc1ccc(-c2cc3nc(C)cc(C)n3n2)cc1	95.0	101.0	-4.2	97.0	98.0	2.4	99.0	12	10.9	0.8	97.0
CCCCCCC/C(C)=N/NC(=O)CC(=O)NCCc1ccccc1	99.0	99.0	-2.3	102.0	100.0	-0.2	97.0	5	13.9	0.0	98.0
CCN(CC)C(=O)c1[nH]cnc1C(=O)N[C@@H](Cc1ccccc1)C(=O)OCc1ccccc1	96.0	95.0	-22.0	100.0	97.0	2.9	96.0	7	-6.4	0.8	98.0
CCOc1ccc(NC(=S)Nc2ccc(OCC)cc2)cc1	98.0	103.0	5.5	98.0	98.0	-0.1	97.0	12	-16.1	-0.2	93.0
Cc1cc2oc(=O)cc(C)c2cc1NC(=O)CCC(=O)O	98.0	96.0	4.9	98.0	99.0	0.8	94.0	34	1.1	0.1	94.0
CCc1cccc(NC(=O)CSCc2cc(=O)[nH][nH]2)c1	103.0	102.0	-4.4	110.0	102.0	-0.4	102.0	9	-8.3	0.1	100.0
Cc1ccc(S(=O)(=O)N2CCCC(C(=O)NCC3COCCO3)C2)cc1 (centres undefined)	100.0	97.0	-1.8	101.0	100.0	1.2	99.0	10	.	0.8	98.0
CC1=C(C)C(=O)N(c2ccc(C(=O)O)cc2)C1=O	99.0	97.0	-1.4	97.0	98.0	0.2	96.0	38	.	0.1	97.0
CC(NC(=O)c1ccc(Br)cc1Br)c1ccccc1 (centres undefined)	100.0	102.0	-16.4	99.0	96.0	1.2	99.0	11	-6.9	0.5	96.0
C[C@H](NC(=O)c1nc[nH]c1C(=O)N[C@@H](Cc1ccccc1)C(=O)OC(C)(C)C)c1ccccc1	95.0	96.0	-80.5	97.0	95.0	6.0	93.0	5	11.9	1.6	95.0
COc1ccc(CN(C)CC(=O)c2c(N)n(Cc3ccccc3)c(=O)n(C)c2=O)c(OC)c1	103.0	101.0	10.5	101.0	103.0	1.1	102.0	17	.	-2.3	100.0

Part of the list above in order of formula weight, low to high:
SMILES	HRas wt GTP	Rab7 wt modul	Mcl1-Noxa inh	Rac1 wt modul	Cdc42 wt	ABCG2 inh	Rab2A wt mod	Avidin bead fluor	Pf gametocyte	ABCB1 inh	Rac1 act GTP bind
CNC(=O)c1nn(-c2ccc(C)cc2)ccc1=O	103.0	98.0	1.4	106.0	104.0	6.4	103.0	35	16.0	0.4	100.0
CC1=C(C)C(=O)N(c2ccc(C(=O)O)cc2)C1=O	99.0	97.0	-1.4	97.0	98.0	0.2	96.0	38	.	0.1	97.0
CC(C)NC(=O)c1ccc(-c2ccccc2C(F)(F)F)o1	95.0	93.0	.	93.0	95.0	20.5	95.0	11	.	0.4	93.0

Further records
SMILES	HRas wt GTP	Rab7 wt modul	Mcl1-Noxa inh	Rac1 wt modul	Cdc42 wt	ABCG2 inh	Rab2A wt mod	Avidin bead fluor	Pf gametocyte	ABCB1 inh	Rac1 act GTP bind
Cc1cccc(OCC(=O)NC(=S)Nc2ccccc2N2CCOCC2)c1	101.0	100.0	13.3	98.0	99.0	3.9	98.0	3	-0.3	0.7	96.0
Cc1nnc(SC(C)C(=O)N2CCc3ccccc32)s1 (centres undefined)	99.0	98.0	7.1	101.0	102.0	1.7	100.0	23	5.7	0.4	98.0
COc1ccc(NC(=O)c2c(C(F)(F)F)nn(C)c2SCc2ccccc2)cc1	98.0	99.0	12.8	98.0	97.0	6.1	97.0	30	3.5	0.5	94.0
CCCOc1ccc(CC(=O)NCc2ccco2)cc1OC	103.0	96.0	9.9	106.0	105.0	12.2	100.0	19	5.0	0.1	103.0
CC(C)=CC(=O)OCC(=O)Nc1ccc(Cl)cc1	94.0	95.0	-3.9	94.0	95.0	2.6	93.0	10	.	-0.4	94.0
O=C(c1cc[n+]([O-])cc1)N1CCc2c([nH]c3ccccc23)C1c1ccccc1Cl (centres undefined)	?	?	-2.5	?	?	2.1	?	8	0.3	0.7	?
O=C1C/C(=C/NCc2ccccc2)C(=O)N1	97.0	101.0	-1.4	98.0	98.0	2.2	98.0	4	15.7	0.2	97.0
NCCNc1ccc2nnnn2n1	96.0	103.0	-29.2	96.0	97.0	-0.5	98.0	24	-19.9	0.0	97.0
Cc1noc(NS(=O)(=O)c2ccc(NC(=O)c3cc(-c4ccccc4Cl)nc4ccccc34)cc2)c1C	90.0	99.0	11.6	89.0	82.0	-7.5	88.0	12	-18.5	-1.6	86.0
CCOc1ccc(-c2nnc(NC(=O)CCCOc3cccc(C)c3)o2)cc1	98.0	99.0	-27.4	102.0	98.0	-6.9	95.0	12	-13.9	-3.2	98.0
Cc1ccc(N=Nc2c(=O)[nH]n3c(=O)cc(C)[nH]c23)cc1	100.0	100.0	32.7	102.0	99.0	3.4	101.0	30	.	0.6	98.0
O=C(Nc1ccc(F)c(F)c1)c1ccco1	98.0	96.0	4.3	100.0	99.0	3.3	98.0	10	-6.1	0.4	97.0
COc1ccc(N2CCN(S(=O)(=O)c3cccc4cccnc34)CC2)cc1	102.0	102.0	4.0	105.0	102.0	2.2	102.0	5	.	0.8	99.0
Cc1cccc2sc(NC(=O)CN(C)S(=O)(=O)c3ccc(Br)s3)nc12	104.0	102.0	7.6	101.0	103.0	15.9	103.0	8	-24.8	1.4	101.0
C=CCn1c(SCc2nc3ccccc3[nH]2)nnc1-c1ccccn1	105.0	104.0	20.7	104.0	102.0	1.5	103.0	17	-7.6	0.5	100.0
CC(C)C1C(C#N)=C(N)Oc2n[nH]c(-c3cccs3)c21 (centres undefined)	98.0	100.0	12.3	100.0	97.0	2.3	96.0	25	.	0.2	98.0
Cn1cnc(S(=O)(=O)NCc2cccs2)c1	99.0	102.0	-1.6	104.0	104.0	0.1	99.0	24	-8.4	0.0	97.0
Cc1nc(CSc2nnc(C)s2)cs1	103.0	106.0	7.1	104.0	102.0	-0.5	102.0	4	20.1	-0.2	101.0
CCC(=O)Nc1nnc(C(C)(C)C)s1	102.0	103.0	0.9	100.0	102.0	-0.3	103.0	42	-26.6	0.0	98.0
CC1(C)Cc2ccccc2/C(=C/C(=O)N2CCCCCC2)N1	103.0	104.0	16.8	102.0	103.0	1.9	102.0	9	0.1	0.3	99.0
O=C(CSc1nc(-c2ccccc2)nc2ccccc12)Nc1nccs1	104.0	104.0	26.5	101.0	104.0	2.2	103.0	37	.	0.3	102.0
COc1ccc(-c2c(C#N)c(SCC(N)=O)nc3c2CCCC3)cc1	101.0	93.0	3.3	103.0	102.0	5.1	100.0	7	.	2.5	100.0
CC(=O)c1cccc(NC(=O)C(OC(=O)c2cccc(S(=O)(=O)N(C)c3ccccc3)c2)c2ccccc2)c1 (centres undefined)	97.0	94.0	-13.6	101.0	101.0	-4.5	96.0	16	-19.9	-0.1	99.0
Cc1c(/C(O)=C2/C(=O)C(=O)N(Cc3cccnc3)C2c2ccccn2)cnn1-c1ccccc1 (centres undefined)	94.0	101.0	25.1	97.0	94.0	25.9	95.0	9	11.8	2.6	94.0
CC(=O)N1c2ccccc2C(=O)C1N1CCCCC1 (centres undefined)	101.0	103.0	-18.5	103.0	101.0	0.3	101.0	36	.	0.3	99.0
COc1ccc(CCNC(=O)CCC(=O)Nc2nnc(C(C)C)s2)cc1OC	101.0	99.0	3.5	105.0	102.0	0.1	99.0	6	13.1	0.2	100.0
CCOC(=O)c1nnn(CC(=O)Nc2ccccc2)c1C(=O)OCC	97.0	93.0	7.9	95.0	96.0	3.6	93.0	6	11.7	1.0	93.0

Two successive compounds from above, for reference:
SMILES	HRas wt GTP	Rab7 wt modul	Mcl1-Noxa inh	Rac1 wt modul	Cdc42 wt	ABCG2 inh	Rab2A wt mod	Avidin bead fluor	Pf gametocyte	ABCB1 inh	Rac1 act GTP bind
Cc1cccc(OCC(=O)NC(=S)Nc2ccccc2N2CCOCC2)c1	101.0	100.0	13.3	98.0	99.0	3.9	98.0	3	-0.3	0.7	96.0
Cc1nnc(SC(C)C(=O)N2CCc3ccccc32)s1 (centres undefined)	99.0	98.0	7.1	101.0	102.0	1.7	100.0	23	5.7	0.4	98.0

Screening results from PubChem.
